CCHFV vOTU inh: CCHFV vOTU protease inhibition; Pep-AMC fluorescence; inhibition, % at 11.5 µM; hit rate 0.55% among 370,000; further: 0% = vehicle wells with enzyme and 100% = no enzyme wells
Rv3671c protease: inhibits the M. tuberculosis serine protease Rv3671c | P9WHR9 | inhibition, % at 5.96 µM | hit rate 0.048% among 320,000; in the data active means inhibition above about 38%;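 further: extracellular domain of Rv3671c used as enzyme; 0% = enzyme with DMSO and 100% = no enzyme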
Mtb BioA inh: blocks M. tuberculosis BioA enzyme activity | AID 602481 | hit rate 0.096% among 360,000 | purified M. tuberculosis BioA enzyme, plate reader | inhibition, % at 9.99 µM; in the data active means inhibition above about 40%; inconclusive means no clear call, values can overlap the other calls
Mtb FBA inh: Mtb fructose-bisphosphate aldolase inhibition | purified M. tuberculosis FBA, fluorescence read-out | hit rate 2.3% among 360,000 | P9WQA3 | AID 588726 | inhibition, % at 1 µM; in the data active means inhibition above about 27%;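 further: 0% = vehicle and 100% = reference inhibitor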
Target sequence (P9WQA3 whole entry, looked up): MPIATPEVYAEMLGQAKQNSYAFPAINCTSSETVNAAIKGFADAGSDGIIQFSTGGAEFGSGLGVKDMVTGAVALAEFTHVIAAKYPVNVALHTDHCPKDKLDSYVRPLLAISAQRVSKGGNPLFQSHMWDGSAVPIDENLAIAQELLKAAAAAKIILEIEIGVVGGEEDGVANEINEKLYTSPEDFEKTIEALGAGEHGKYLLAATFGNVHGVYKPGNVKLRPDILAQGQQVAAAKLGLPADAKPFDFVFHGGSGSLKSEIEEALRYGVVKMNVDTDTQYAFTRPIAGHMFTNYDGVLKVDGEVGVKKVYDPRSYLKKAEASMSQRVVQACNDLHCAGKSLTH
BoNT F protease: blocks Botulinum neurotoxin F light chain protease. Multiplex microsphere protease cleavage assay, flow cytometry. hit rate 0.22% among 360,000. inhibition, % at 10 µM; in the data active means inhibition above about 35%, passing the limit was not always enough; inconclusive means no clear call, values can overlap the other calls; further: plate controls were buffer without enzyme for full effect and enzyme alone for no effect
Mtb UGM inh: Mtb UDP-galactopyranose mutase inhibition. inhibition, % at 10 µM. AID 504406. purified UGM, fluorescence polarization probe displacement. hit rate 0.06% among 320,000. P9WIQ1; in the data active means inhibition above about 10%, passing the limit was not always enough; inconclusive means no clear call, values can overlap the other calls
Target sequence (P9WIQ1 whole entry, looked up): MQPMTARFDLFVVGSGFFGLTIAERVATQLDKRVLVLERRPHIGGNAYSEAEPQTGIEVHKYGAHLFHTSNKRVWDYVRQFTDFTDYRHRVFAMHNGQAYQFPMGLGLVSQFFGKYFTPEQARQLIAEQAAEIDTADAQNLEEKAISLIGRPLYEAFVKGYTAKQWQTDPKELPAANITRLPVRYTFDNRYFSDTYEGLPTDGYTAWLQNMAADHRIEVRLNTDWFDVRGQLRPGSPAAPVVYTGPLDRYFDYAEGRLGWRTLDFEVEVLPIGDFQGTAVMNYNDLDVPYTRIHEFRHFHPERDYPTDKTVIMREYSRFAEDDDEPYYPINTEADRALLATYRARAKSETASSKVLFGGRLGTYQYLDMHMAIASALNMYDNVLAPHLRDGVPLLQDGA
GDH-TPI inh: GDH-TPI coupled enzyme inhibition counter-screen; GDH-TPI coupled enzyme counterscreen, NADH absorbance; inhibition, % at 4.8 µM; hit rate 1.2% among 360,000;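 further: 0% = DMSO wells and 100% = wells lacking the enzyme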
MazF activator: activators of E. coli MazEF toxin-antitoxin RNase; hit rate 0.32% among 350,000; activation, % at 20 µM; AID 504720; P0AE70; FAM/BHQ RNA-DNA oligo cleavage fluorescence, 5 h; in the data active means activation above about 50%
Target sequence (P0AE70 whole entry, looked up): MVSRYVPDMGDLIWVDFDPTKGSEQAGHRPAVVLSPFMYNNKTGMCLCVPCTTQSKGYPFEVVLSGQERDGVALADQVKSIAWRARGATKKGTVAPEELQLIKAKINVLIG
VHR inh abs: inhibitors of human VHR1 phosphatase (DUSP3) | P51452 | recombinant VHR phosphatase, pNPP absorbance | inhibition, % at 13.3 µM | hit rate 0.52% among 290,000 | AID 1654; in the data active means inhibition above about 50%; further: some compounds called inactive have numbers as strong as hits
Target sequence (P51452 whole entry, looked up): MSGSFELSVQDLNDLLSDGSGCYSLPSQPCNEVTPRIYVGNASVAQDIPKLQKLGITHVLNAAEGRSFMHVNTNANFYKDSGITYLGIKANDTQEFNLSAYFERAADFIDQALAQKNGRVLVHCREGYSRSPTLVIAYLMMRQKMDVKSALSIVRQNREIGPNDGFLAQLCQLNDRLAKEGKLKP
FadD28 binding: M. tuberculosis FadD28 bisubstrate binding inhibition. FadD28 bisubstrate probe binding, fluorescence polarization. inhibition, % at 12.5 µM. hit rate 0.22% among 360,000. AID 588549; in the data active means inhibition above about 8.5%, passing the limit was not always enough; inconclusive means no clear call, values can overlap the other calls
An asterisk follows results filed as active; ? = inconclusive; . = no result given; & = joins results of further samples. Unless noted, no stated cut-off is given here; in the data, active means inhibition above about 30%; inactive means the rest.

SMILES	CCHFV vOTU inh	Rv3671c protease	Mtb BioA inh	Mtb FBA inh	BoNT F protease	Mtb UGM inh	GDH-TPI inh	MazF activator	VHR inh abs	FadD28 binding
C[C@H]1NC(=O)[C@@]2(C)[C@@H](c3ccccc3)[C@H]3COc4ccccc4[C@H]3N2C1=O	10.2	-7.4	0.4	4.3	-2.7	0.0	4.3	4.4	.	-2.4
Cc1nn(CCCC(=O)NCCc2ccc(Cl)cc2)c(=O)c2nn(-c3ccccc3)c(C)c12	1.7	-28.1	-1.5	-2.0	0.9	-3.4	1.9	12.5	2.3	-4.5
CC(=O)Nc1ccc(S(=O)(=O)N(C)CC(=O)N2CCN(C(=O)c3ccco3)CC2)cc1	12.3	0.7	0.7	-0.6	-2.6	-0.5	-0.9	10.2	.	-2.3
OC(CNCCc1ccc(Cl)cc1Cl)COc1ccccc1 (centres undefined)	-9.7	2.5	-0.1	-0.9	-23.1	1.2	-2.0	6.0	9.6	-5.3
Cc1ccc(C(=O)NCCCN2CCOCC2)c(C)c1	4.4	2.7	-1.0	-3.5	?	-2.0	-4.6	1.3	9.2	-4.1
O=c1c2cccc(Cl)c2nc2n1Cc1ccccc1-2	-10.7	-8.2	-0.2	1.7	.	-1.9	10.3	3.3	5.4	-1.6
COc1cc(C(=O)OCC(=O)c2c[nH]c3ccccc23)ccc1OCC(=O)N1CCOCC1	6.4	-39.0	2.5	-3.4	-6.9	2.4	11.4	6.6	18.8	-2.7
CCn1cc(C(=O)O)c(=O)c2cnc(N3CCN(C(=S)Nc4ccccc4Cl)CC3)nc21	10.6	-4.4	-0.5	-0.1	-3.1	3.0	-2.4	-34.3	0.0	-2.9
O=Cc1cccc(OC(=O)/C=C/c2ccco2)c1	5.7	7.3	1.4	-2.0	?	-0.1	16.3	-0.1	3.5	-2.2
O=C(COC(=O)/C=C/c1cnc2ccccc2n1)NCC(F)(F)F	17.3	0.8	-2.2	1.4	?	4.8	16.6	-4.8	17.1	-2.8
CCOC(=O)COc1cc2oc(=O)cc(C)c2cc1[N+](=O)[O-]	-12.0	4.9	.	-1.2	-7.7	0.1	7.3	-2.6	12.9	-2.1
Cc1cc(C)nc(SCc2nnc(SCC(N)=O)n2Cc2ccco2)n1	4.7	-3.9	.	5.1	23.7	5.8	2.2	8.3	30.7	0.2
O=C(COC(=O)c1cc(-c2cccc3ccccc23)nc2ccccc12)NC1CCS(=O)(=O)C1 (centres undefined)	-8.3	20.5	.	-1.4	-6.3	-0.1	15.5	291.9*	5.4	1.8
Cc1ncoc1C(=O)NCC1=C(c2ccc(S(C)(=O)=O)cc2)C[C@@H]2CC[C@H]1N2Cc1ccco1	-0.3	.	-2.0	0.4	7.6	.	3.3	8.7	.	-0.3
CN(C)CCNC(=O)C(=O)NCC(c1ccc2c(c1)OCO2)N1CCN(c2ccc(F)cc2)CC1 (centres undefined)	14.3	-5.4	-1.3	3.8	-0.6	-0.9	6.6	2.5	34.4	-1.6
Fc1ccc2c(c1)/C(=N/Nc1ccccn1)CCS2	9.4	9.8	.	-8.4	-9.0	-0.8	12.1	11.8	30.1	-4.1
C=CCNC(=S)NNC(=O)c1csc(C)c1C	18.7	5.2	-1.6	0.8	-3.8	1.0	6.2	3.3	9.1	-1.3
Cc1cccc2sc(N(CCCN(C)C)C(=O)COc3ccc(Cl)cc3)nc12	-5.8	-3.5	.	5.9	.	-0.5	-5.2	18.4	-16.6	-7.0
Cc1cc(NC(=O)c2cc(F)c(F)cc2Cl)no1	-8.9	-7.2	.	-3.1	2.2	0.7	-4.8	2.8	-14.3	-3.8
CCc1cccc(CC)c1NC(=O)c1cccc(NC(=O)c2ccccc2)c1	-1.6	1.9	-1.2	6.8	-2.2	2.7	-4.2	0.1	9.9	-2.1

Copied from the entries so far (two entries):
SMILES	CCHFV vOTU inh	Rv3671c protease	Mtb BioA inh	Mtb FBA inh	BoNT F protease	Mtb UGM inh	GDH-TPI inh	MazF activator	VHR inh abs	FadD28 binding
Cc1cc(NC(=O)c2cc(F)c(F)cc2Cl)no1	-8.9	-7.2	.	-3.1	2.2	0.7	-4.8	2.8	-14.3	-3.8
CCc1cccc(CC)c1NC(=O)c1cccc(NC(=O)c2ccccc2)c1	-1.6	1.9	-1.2	6.8	-2.2	2.7	-4.2	0.1	9.9	-2.1

(list continues)
SMILES	CCHFV vOTU inh	Rv3671c protease	Mtb BioA inh	Mtb FBA inh	BoNT F protease	Mtb UGM inh	GDH-TPI inh	MazF activator	VHR inh abs	FadD28 binding
CCOC(=O)CCC(NC(=O)CCCCC(=O)NC(CCC(=O)OCC)C(=O)OCC)C(=O)OCC (centres undefined)	4.7	-3.6	.	1.9	-0.3	3.6	3.4	5.4	16.9	-2.1
CC1CC(C)(C)CC2(C1)NC(=O)N(CC(=O)N1CCN(Cc3ccc(C#N)cc3)CC1)C2=O (centres undefined)	-9.1	.	0.3	0.0	8.9	.	2.8	0.7	.	-1.3
COc1ccccc1Oc1ccc(S(=O)(=O)N2CCCCC2)cc1NC(=O)CCNC(C)=O	-6.5	-9.3	1.8	1.9	-0.3	-1.0	1.7	1.0	18.1	0.9
CN(C)c1ccc(NC(=O)CN2CCC(C(=O)c3ccc(F)cc3)CC2)cc1	.	2.2	2.1	5.2	-3.5	3.6	-2.0	-1.4	-18.5	-1.3
Cc1ccc(S(=O)(=O)N2CCN(C(=O)CN3CCc4ccccc4C3)CC2)cc1	-1.8	6.6	1.1	11.9	-5.3	1.2	-4.4	-0.2	6.7	-1.5
O=C(Cc1cccs1)Nc1nnc(SCc2ccc(C(F)(F)F)cc2)s1	-9.0	-2.6	-0.6	-1.3	1.6	0.7	3.1	5.0	7.8	-2.1
Cc1ccc(S(=O)(=O)c2nc(C)oc2N2CCOCC2)cc1	-3.8	8.7	-0.2	2.3	-5.5	-2.9	-3.7	7.9	24.5	-1.1
COc1ccc(CC(=O)N2CCC(CCC(=O)Nc3ccccc3)CC2)cc1	1.9	-4.5	0.6	0.4	7.4	1.6	-8.1	-9.2	23.6	-4.9
COc1cc(/C=C/C(=O)N(Cc2ccccc2)c2ccccn2)cc(OC)c1OC	-11.0	8.2	.	8.8	-4.5	-2.4	15.1	-2.5	16.6	-0.6
CC(=O)C1=C(c2ccccc2)NC(=O)NC1c1ccccc1 (centres undefined)	-5.1	-6.4	-0.1	0.6	10.1	-0.2	6.8	11.5	23.4	-2.4
O=C(COC(=O)C1(c2ccc(Cl)cc2)CCCC1)NCc1ccco1	-3.5	-11.8	2.0	-4.5	1.5	0.8	-4.8	-0.8	5.9	-5.9
O=C(CSc1nc2ccccc2c(=O)n1NC(=O)Cc1ccccc1)NCCc1ccccc1	-8.6	3.1	-2.8	0.7	2.7	-2.1	5.8	-0.5	26.1	-1.2
O=C(O)c1ccc(COc2ccc3ccccc3c2)o1	14.9	-1.1	3.7	0.4	-2.8	3.8	3.8	1.4	13.1	-2.1
COC(=O)c1cc(NC(=O)C2(S(=O)(=O)c3ccc(Cl)cc3)CC2)cc(C(=O)OC)c1	-9.3	-9.2	-1.7	-0.7	15.2	1.6	1.4	1.8	-11.0	-2.6
C[C@@H]1CN([C@@H](C)CO)C(=O)CCCn2nncc2CO[C@H]1CN(C)Cc1cccnc1	-14.6	.	0.1&-0.8	1.4	-3.5	.	2.1	3.4	.	-1.0
COc1ccc(NC(=O)c2nn(C)c3c2CS(=O)(=O)c2ccccc2-3)cc1	-0.4	-4.6	-2.3	1.4	-0.3	-0.5	10.6	-2.4	24.6	-1.0
COc1ccc(N/C=C/C(=O)C(F)(F)F)cc1	5.7	-5.8	-0.1	-1.1	-3.3	-0.1	22.9	7.4	-5.3	-0.4
COC(=O)C1=C(c2ccc(F)cc2OCc2ccccc2)C[C@@H]2CC[C@H]1N2C(=O)NCCc1ccc(F)cc1	9.0	-7.9	-0.7	-2.9	6.9	-2.8	0.0	3.6	.	-3.8
CN(Cc1cccs1)C(=O)Cn1cnc2cc([N+](=O)[O-])ccc2c1=O	8.6	2.0	.	-5.9	-0.6	0.3	-1.9	6.4	16.0	-3.8
N=C1S/C(=C\c2ccccc2F)C(=O)N1c1ccc(F)cc1	12.2	7.6	.	-1.6	-4.6	-1.2	5.8	-2.2	12.7	0.4
Cc1ccc(-n2[nH]c(C)c(/C=N/c3ccccn3)c2=O)cc1	3.1	-1.5	-0.2	0.4	-8.6	3.9	17.1	6.8	-6.1	0.1
O=C(N/N=C/c1ccc(Cl)cc1)c1nc2ccc([N+](=O)[O-])cc2c(=O)[nH]1	-1.7	9.9	.	-1.2	-1.3	0.8	7.2	-3.1	17.5	-2.8
Cc1ccccc1Cc1n[nH]c(=S)n1N	-17.0	-2.2	0.3	0.2	3.3	3.5	0.0	-0.1	-20.2	-3.4
Cc1[nH]c2ccccc2c1-c1csc(NC(=O)CN2CCOCC2)n1	4.1	-15.8	3.0	5.4	-4.1	0.1	2.8	8.1	13.0	3.3
O=C(NC12CC3CC(CC(C3)C1)C2)c1ccc(-c2ccc(Cl)cc2)o1	4.6	-31.1	.	-2.6	-3.8	-2.0	-2.5	5.8	-0.9	-2.7
O=C(NCC(c1cccnc1)N1CCN(c2ccccc2F)CC1)OCc1ccccc1 (centres undefined)	5.4	12.7	3.9	2.3	-6.5	3.9	2.5	-2.5	8.3	1.1
O=C(NNC(=O)c1ccco1)c1csc(N2CCOCC2)n1	-3.7	-2.2	0.8	0.3	.	-1.4	-5.9	8.6	.	-3.4
O=C(Nc1ccc2c(c1)OCO2)C1CC(c2ccc(Cl)cc2)=NO1 (centres undefined)	2.6	-2.1	-2.6	-0.2	-1.4	3.4	-9.1	38.3	24.5	-4.4
CCCc1cc(-n2ccnc2C)n2c(nc3ccccc32)c1C#N	-6.4	17.5	2.5	7.2	-8.3	-0.7	4.6	8.6	.	-4.5
CNC(=O)C1CCN(S(=O)(=O)c2c(C)noc2/C=C/c2ccccc2F)CC1	-6.6	1.3	0.6	2.1	0.8	1.8	10.6	10.6	1.5	-4.3
Cc1onc(-c2ccccc2Cl)c1C(=O)Nc1ccc(Br)cc1	-3.7	-2.5	2.6	1.0	1.2	2.6	2.3	12.6	15.8	-3.2
O=C(NC1CC2CCCC(C1)N2CC(=O)N1CCCc2ccccc21)C1CCCCC1 (centres undefined)	0.3	-16.4	0.5	190.6*	8.1	0.8	9.9	6.7	17.7	-0.1

Of the compounds above, 6 have an aryl methoxy group.
SMILES	CCHFV vOTU inh	Rv3671c protease	Mtb BioA inh	Mtb FBA inh	BoNT F protease	Mtb UGM inh	GDH-TPI inh	MazF activator	VHR inh abs	FadD28 binding
COc1cc(C(=O)OCC(=O)c2c[nH]c3ccccc23)ccc1OCC(=O)N1CCOCC1	6.4	-39.0	2.5	-3.4	-6.9	2.4	11.4	6.6	18.8	-2.7
COc1ccccc1Oc1ccc(S(=O)(=O)N2CCCCC2)cc1NC(=O)CCNC(C)=O	-6.5	-9.3	1.8	1.9	-0.3	-1.0	1.7	1.0	18.1	0.9
COc1ccc(CC(=O)N2CCC(CCC(=O)Nc3ccccc3)CC2)cc1	1.9	-4.5	0.6	0.4	7.4	1.6	-8.1	-9.2	23.6	-4.9
COc1cc(/C=C/C(=O)N(Cc2ccccc2)c2ccccn2)cc(OC)c1OC	-11.0	8.2	.	8.8	-4.5	-2.4	15.1	-2.5	16.6	-0.6
COc1ccc(NC(=O)c2nn(C)c3c2CS(=O)(=O)c2ccccc2-3)cc1	-0.4	-4.6	-2.3	1.4	-0.3	-0.5	10.6	-2.4	24.6	-1.0
COc1ccc(N/C=C/C(=O)C(F)(F)F)cc1	5.7	-5.8	-0.1	-1.1	-3.3	-0.1	22.9	7.4	-5.3	-0.4

High-throughput results: PubChem, several laboratories
